High-throughput results (PubChem)
NLRP3 yeast inh – NALP3 inflammasome inhibitors in reconstituted yeast, primary screen, luminescence, uHTS; Yeast reconstituted NLRP3/ASC/caspase-1, beta-gal luminescence, 24 h; inhibition, % at 10 µM; 330,000 tested, 0.39% active;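 active = inhibition of 50% or more; inactive = inhibition below 50%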;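 also: plate controls were induced DMSO wells for no effect and uninduced yeast grown without galactose for full effect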
tim10-1 inh – growth inhibitors of tim10-1 mutant yeast, primary screen, luminescence, uHTS; inhibition, % at 20 µM; 330,000 tested, 2.2% active; S. cerevisiae tim10-1 ts strain growth, BacTiter-Glo, 24 h;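 active = inhibition of at least 40%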;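 also: mutant grown at 25 °C; 0% = DMSO wells with yeast and 100% = wells holding no yeast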
hIAP inh – human IAP inhibitors, primary screen, biochemical, luminescence, uHTS; Intestinal-type alkaline phosphatase (Homo sapiens), P09923; purified IAP, CDP-Star luminescence, 30 min; inhibition, % at 10 µM; 330,000 tested, 0.12% active; AID 2544, 2010;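 active = inhibition reaching a set limit with compound at 10 µM in the primary screen, cut at about 35% in these data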;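 also: plate controls were DMSO wells with enzyme for no effect and no-enzyme buffer wells for full effect; values of inactives mirror those of a sister screen read the other way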
Target sequence (P09923 whole entry, looked up): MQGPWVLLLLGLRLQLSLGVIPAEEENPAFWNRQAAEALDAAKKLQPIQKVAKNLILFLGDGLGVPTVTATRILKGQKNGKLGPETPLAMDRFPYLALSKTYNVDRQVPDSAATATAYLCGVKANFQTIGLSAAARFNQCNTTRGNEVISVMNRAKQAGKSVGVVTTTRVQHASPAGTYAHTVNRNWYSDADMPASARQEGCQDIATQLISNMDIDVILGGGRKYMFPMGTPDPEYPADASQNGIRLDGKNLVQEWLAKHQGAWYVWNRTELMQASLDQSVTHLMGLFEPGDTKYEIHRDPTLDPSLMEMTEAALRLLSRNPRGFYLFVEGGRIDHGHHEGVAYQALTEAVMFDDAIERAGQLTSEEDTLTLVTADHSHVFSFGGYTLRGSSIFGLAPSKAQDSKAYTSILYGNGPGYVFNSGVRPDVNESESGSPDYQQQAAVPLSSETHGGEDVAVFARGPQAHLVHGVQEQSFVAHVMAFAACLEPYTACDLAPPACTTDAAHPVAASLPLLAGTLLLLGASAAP
mIAP block – inhibitors of mouse IAP, primary screen, biochemical, luminescence, uHTS | intestinal alkaline phosphatase [Mus musculus] | purified mouse IAP, CDP-Star luminescence, 30 min | inhibition, % at 10 µM | 330,000 tested, 0.2% active;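 active = inhibition of at least 40% at 10 µM in the primary screen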;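 also: plate controls were DMSO with enzyme for no effect and no enzyme wells for full effect; values of inactives mirror those of a sister screen read the other way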
beta cell repl – inducers of MIN6 beta-cell proliferation, primary screen, ATP luminescence, uHTS | MIN6 cells proliferation, ATPlite luminescence, 48 h; cells starved in 0.2% serum; 100% = growth in 10% serum | proliferation, % at 10 µM | 330,000 tested, 0.29% active;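 active = compounds whose signal lies at least 3.5 SD above the mean of all wells on their plate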;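 also: 0% = DMSO-treated cells in low-serum medium and 100% = 10% serum control; some compounds called inactive have numbers as strong as hits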
APOBEC3A inh – APOBEC3A ssDNA deaminase inhibitors, primary screen, selectivity assay for APOBEC3G inhibitor project, biochemical, FAM/TAMRA oligo cleavage fluorescence; recombinant A3A, FAM/TAMRA ssDNA deamination fluorescence; inhibition, % at 20 µM; 330,000 tested, 0.41% active;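 active = at least 40% inhibition at 20 µM here, with at most 30% in a related deaminase screen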;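 also: plate controls were A3A with DMSO for no effect and wells lacking A3A enzyme for full effect; some results filed as inactive read as strong as hits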
Target sequence (P31941 whole entry, looked up): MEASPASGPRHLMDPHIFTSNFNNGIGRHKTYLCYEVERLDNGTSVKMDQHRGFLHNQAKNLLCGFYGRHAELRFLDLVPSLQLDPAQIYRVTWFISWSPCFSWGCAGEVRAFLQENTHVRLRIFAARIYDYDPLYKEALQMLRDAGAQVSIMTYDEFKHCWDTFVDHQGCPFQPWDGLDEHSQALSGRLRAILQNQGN
A3G deaminase – APOBEC3G DNA deaminase inhibitors, primary screen, biochemical, fluorescence, single-stranded DNA substrate, uHTS; recombinant A3G, ssDNA deamination FAM/TAMRA fluorescence; inhibition, % at 20 µM; DNA dC->dU-editing enzyme APOBEC-3G (Homo sapiens), Q9HC16; 330,000 tested, 0.28% active;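 active = inhibition of at least 40% at 20 µM, with no more than 30% in the related APOBEC3A deaminase screen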;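 also: plate controls were DMSO wells with A3G for no effect and wells lacking A3G enzyme for full effect; some compounds called inactive have numbers as strong as hits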
Target sequence (Q9HC16 whole entry, looked up): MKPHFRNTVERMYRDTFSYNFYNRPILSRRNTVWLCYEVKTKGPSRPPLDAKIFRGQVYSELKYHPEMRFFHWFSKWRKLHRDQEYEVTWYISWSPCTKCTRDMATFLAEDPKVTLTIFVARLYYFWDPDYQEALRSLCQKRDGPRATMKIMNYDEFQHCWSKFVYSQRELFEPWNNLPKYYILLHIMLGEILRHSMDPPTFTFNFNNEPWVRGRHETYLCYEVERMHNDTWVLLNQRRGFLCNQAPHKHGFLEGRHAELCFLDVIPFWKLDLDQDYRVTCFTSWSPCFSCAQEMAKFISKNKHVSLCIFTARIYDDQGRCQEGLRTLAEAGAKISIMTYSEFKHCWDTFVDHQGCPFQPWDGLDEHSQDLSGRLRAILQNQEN
mIAP act – activators of mouse IAP, primary screen, biochemical, luminescence, uHTS. muIAP, CDP-Star luminescence, 30 min; stronger effect = higher value; 1 = vehicle-only enzyme signal, 0 = enzyme-free wells. 330,000 tested, 0.24% active. activation factor at 10 µM;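 active = activation factor of at least 2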; also: the source names both 10 and 20 µM as test concentration; values of inactives mirror those of a sister screen read the other way
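Assay system: mouse IAP enzyme; reagent: chemiluminescent substrate CDP-Star; dosing: test compounds delivered from DMSO solution; schedule: 30 min at room temperature; measured by: luminescence from enzymatic CDP-Star hydrolysis; controls: DMSO-only wells and no-enzyme negative control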
TIM10 inh – growth inhibitors of isogenic TIM10 control yeast, primary screen, counter-screen for tim10-1 yeast inhibitor project, luminescence, uHTS; S. cerevisiae TIM10 strain growth, BacTiter-Glo luminescence, 24 h; inhibition, % at 10 µM; 330,000 tested, 1.4% active; AID 463195, 2010;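 active = inhibition of 40% or more at the single tested concentration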;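 also: wild-type TIM10 isogenic control strain grown at permissive 25 °C; 0% = DMSO yeast wells and 100% = minimal medium wells without yeast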
The depositor's hits bear a star.

1) O=C(COC(=O)c1cc[n+]([O-])cc1)NCC12CC3CC(CC(C3)C1)C2
2) CC(=O)OC12CC3CC(C1)C(=NO)C(C3)C2
3) COC(=O)c1cc(C)nc2c1c(C)nn2-c1ccccc1
4) CCOC(=O)N1CCC(n2c(SCC(=O)c3ccccc3)nc3ccsc3c2=O)CC1
5) Cc1ccc2nc(N3CCN(CCO)CC3)nc(-c3ccccc3)c2c1
compound no.,1,2,3,4,5
NLRP3 yeast inh,12,-1,27,12,14
tim10-1 inh,3,6,10,8,18
hIAP inh,-1,-3,4,6,11
mIAP block,5,-1,5,-2,10
beta cell repl,3,-1,7,-3,-3
APOBEC3A inh,1,-7,-2,-2,-3
A3G deaminase,-7,-5,-2,-6,1
mIAP act,0.95,1,0.95,1,0.91
TIM10 inh,3,8,-10,-15,15

6) Cc1cccc(-n2cnc(C(=O)N3CCN(C)CC3)c2)n1
7) CC(=O)c1ccc(NC(=O)CSc2nccn2CCc2ccccc2)cc1
8) c1ccc2c(NC3C4CC5CC(C4)CC3C5)nc(N3CCOCC3)nc2c1 (stereo not drawn)
9) O=C(Nc1ccc2c(c1)OCO2)Nc1ccc(F)cc1F
10) O=C1c2ccc(Oc3ccc([N+](=O)[O-])cc3)cc2C(=O)N1CCCO
compound no.,6,7,8,9,10
NLRP3 yeast inh,18,22,16,27,0
tim10-1 inh,-1,30,38,1,13
hIAP inh,-9,9,-3,-5,2
mIAP block,-11,11,-22,-26,4
beta cell repl,-2,1,-5,1,-1
APOBEC3A inh,-2,7,0,-3,-4
A3G deaminase,0,1,-6,-6,-2
mIAP act,1.1,0.89,1.2,1.3,0.96
TIM10 inh,-20,0,13,6,5

11) OCCCNc1nc(-c2ccc(Cl)cc2)nnc1-c1ccccc1
12) Cc1cccc(C(=O)N2CC(=O)Nc3ccc(F)cc3C2c2ccc(F)cc2)c1 (stereo not drawn)
13) CN(CCCC(=O)Nc1ccccc1)S(=O)(=O)c1ccc(Cl)cc1
14) CC1CCCC(C)N1C(=O)COC(=O)C1CCN(S(=O)(=O)c2c(Cl)cccc2Cl)CC1 (stereo not drawn)
15) c1ccc(CCNc2ncnc3c2nnn3Cc2ccccc2)cc1
compound no.,11,12,13,14,15
NLRP3 yeast inh,-7,12,28,15,17
tim10-1 inh,19,10,-29,16,-3
hIAP inh,-12,-2,6,-8,-9
mIAP block,-2,7,-2,4,-2
beta cell repl,-1,0,-1,2,-3
APOBEC3A inh,-7,-4,-1,1,0
A3G deaminase,-5,-4,-4,-5,-1
mIAP act,1,0.93,1,0.96,1
TIM10 inh,5,18,-31,8,0

16) CCCc1nc2ccc(N)cc2c(=O)n1Cc1ccccc1Cl
17) COc1ccc(N2C(=O)/C(=C3/C=CC=CN3C)SC2=S)cc1
18) CC(NS(=O)(=O)c1ccc(Br)cc1)C(=O)NCCc1ccccc1 (stereo not drawn)
19) COc1ccccc1/C=C/C(=O)OCC(=O)Nc1c(C)nn(-c2ccccc2)c1C
20) CN(C)CCCCNCCCNC(=O)/C=N\O
compound no.,16,17,18,19,20
NLRP3 yeast inh,19,10,-1,6,16
tim10-1 inh,12,12,14,45*,3
hIAP inh,-30,-27,6,-2,12
mIAP block,-7,22,-1,-3,2
beta cell repl,-1,0,-2,-1,0
APOBEC3A inh,-4,-1,-4,3,3
A3G deaminase,-3,-2,-8,-5,-4
mIAP act,1.1,0.78,1,1,0.98
TIM10 inh,12,-12,9,14,-5

21) O=C(CSc1ncnc2c1cnn2-c1ccccc1)NC1CCCC1
22) CCN1C(=NCc2ccco2)N[C@@H](c2cccc(F)c2)C(C(=O)OC)=C1C
23) CCCC12CN3CCN(CC(C3)/C1=N\NC(=O)c1ccc(C(C)(C)C)cc1)C2
24) CN(CC(=O)O)S(=O)(=O)c1cccs1
25) Cc1ccn2cc(-c3cccc(NC(=O)c4cccs4)c3)nc2c1
compound no.,21,22,23,24,25
NLRP3 yeast inh,25,15,1,4,16
tim10-1 inh,-9,17,-30,-4,-15
hIAP inh,-7,5,8,0,-8
mIAP block,3,-15,8,-2,-4
beta cell repl,-4,-6,0,1,-4
APOBEC3A inh,-2,59,-4,0,-2
A3G deaminase,-4,36,-7,-1,-5
mIAP act,0.97,1.2,0.92,1,1
TIM10 inh,-15,13,-25,-10,-1

26) C=CCn1c(SCC(=O)Nc2ccc(S(N)(=O)=O)cc2)nnc1-c1cnccn1
27) COc1ccc([C@@H]2CC=C(C(=O)O)[C@H](c3ccccc3F)N2S(=O)(=O)c2ccccc2C)cc1
28) CCOc1ccc2[nH]c(=O)c(CN(CCc3ccccc3)C(=O)N3CCCC3)cc2c1
29) CCc1ccccc1OCCCCN1CCCC1
30) C=CCn1c(-c2c[nH]c3ccccc23)n[nH]c1=S
compound no.,26,27,28,29,30
NLRP3 yeast inh,-5,13,16,31,6
tim10-1 inh,7,5,12,3,5
hIAP inh,17,-1,-2,5,-14
mIAP block,-2,-8,4,4,-1
beta cell repl,-2,-2,-1,0,-1
APOBEC3A inh,2,0,3,-4,-8
A3G deaminase,13,-8,-3,4,19
mIAP act,1,1.1,0.96,0.96,1
TIM10 inh,0,3,16,1,23

31) COc1cccc(/C=C2\SC(=O)N(CC(=O)NC3C=CS(=O)(=O)C3)C2=O)c1 (stereo not drawn)
32) O=C(CCCOc1ccccc1)N1CCc2ccccc2C1
33) CCN(CC(=O)Nc1c(F)cccc1F)C(=O)c1ccc2ccccc2n1
34) COC(=O)c1ccc(NC(=O)CCc2nnc3ccc(NCc4ccco4)nn23)cc1
35) CCOc1ccccc1OCCC(=O)NNC(=O)Cn1nc(C)cc1C
compound no.,31,32,33,34,35
NLRP3 yeast inh,8,8,29,4,-3
tim10-1 inh,-9,15,10,-17,-19
hIAP inh,3,4,-2,-18,-21
mIAP block,8,7,-3,1,-3
beta cell repl,-1,-2,5,-2,1
APOBEC3A inh,-3,-2,-1,7,-2
A3G deaminase,-6,-4,-12,5,-10
mIAP act,0.92,0.93,1,0.99,1
TIM10 inh,-3,-1,7,-6,-12

36) CCOC(=O)C[C@H]1c2cc(F)ccc2S(=O)(=O)N1Cc1ccc(OC)cc1
37) OC1(c2cccc(C(F)(F)F)c2)CCN(c2ncnc3c2[nH]c2ccccc23)CC1
38) COc1cc(C2NC(=O)C(C#N)=C(S)N2c2ccccc2)ccc1OC(C)C (stereo not drawn)
39) Cc1[nH]ncc1-c1ccccc1Cl
40) CCOC(=O)N1CCN(C(=O)c2ccc(N3CCCC3=O)cc2)CC1
compound no.,36,37,38,39,40
NLRP3 yeast inh,28,0,14,-5,0
tim10-1 inh,23,22,7,5,-6
hIAP inh,14,15,-2,-2,-2
mIAP block,3,5,5,-2,20
beta cell repl,-4,-6,0,0,0
APOBEC3A inh,-3,-2,-5,2,2
A3G deaminase,-7,-2,-5,3,1
mIAP act,0.97,0.95,0.95,1,0.8
TIM10 inh,10,25,-17,-6,-11

41) c1ccc(C[C@H]2CNCCN2CCC23CC4CC(CC(C4)C2)C3)cc1
42) COC(=O)C1=C(C)NC(c2c(O)ccc3ccccc23)C(C(=O)OC)=C1C (stereo not drawn)
43) O=C(Oc1ccc(-c2ccccc2)cc1)C1C2CCCCC21 (stereo not drawn)
44) Cc1ccc(Cn2nc(C)c(NC(=O)C3(C)CC3(Br)Br)c2C)cc1 (stereo not drawn)
45) Cc1ccc(N2CC(C(=O)Nc3ccc4c(c3)OCO4)CC2=O)cc1C (stereo not drawn)
compound no.,41,42,43,44,45
NLRP3 yeast inh,29,-13,18,4,22
tim10-1 inh,0,7,11,30,-2
hIAP inh,14,6,3,0,-4
mIAP block,-15,-17,6,-10,0
beta cell repl,-8,0,-3,0,0
APOBEC3A inh,-6,1,0,-2,4
A3G deaminase,-7,-3,1,-3,-3
mIAP act,1.2,1.2,0.94,1.1,1
TIM10 inh,0,2,2,16,5

46) COc1ccccc1C(=O)Nc1nnn(C)n1
47) CN(C)S(=O)(=O)c1ccc(N2CCCC2)c(C(=O)Nc2ccccc2F)c1
48) Cc1cc(Cl)ccc1C(=O)C1CCCN(C(=O)c2cnn(C(C)C)c2)C1 (stereo not drawn)
49) O=C(O)c1ccc(-n2nc(C(F)(F)F)cc2-c2cccs2)cc1
50) COc1ccc(-c2[nH]ncc2N=Nc2ccccc2)cc1
compound no.,46,47,48,49,50
NLRP3 yeast inh,16,17,7,18,28
tim10-1 inh,0,-4,21,6,58*
hIAP inh,-7,-2,8,14,-25
mIAP block,1,0,1,9,8
beta cell repl,-1,-2,2,-5,-2
APOBEC3A inh,4,7,-2,-3,-1
A3G deaminase,1,5,-5,-8,-5
mIAP act,0.99,1,0.99,0.91,0.92
TIM10 inh,-11,1,-2,-1,-10

51) O=C(/C=C/c1ccccc1)NC(=S)NNC(=O)c1cccnc1
52) CC(=O)Nc1cccc(NC(=S)Nc2cccc(Cl)c2Cl)c1
53) CC12CCC(C(=O)NC3CCCC3)(CC1=O)C2(C)C (stereo not drawn)
54) Cc1ccc(C(=O)COC(=O)c2c(C)cc(=O)oc2C)cc1[N+](=O)[O-]
55) C[C@@H]1C[C@H]2[C@@H]3C[C@H](F)C4=CC(=O)C=C[C@]4(C)[C@@]3(Cl)[C@@H](O)C[C@]2(C)[C@H]1C(=O)COC(=O)C(C)(C)C
56) CS(=O)(=O)Oc1ccc(Br)c2cccnc12
57) CCOc1ccc(NC(=O)CC2C(=O)N(CC)C(=S)N2NC(=O)c2ccncc2)cc1 (stereo not drawn)
58) CCCNC(=O)NC(=O)CSc1nncs1
compound no.,51,52,53,54,55,56,57,58
NLRP3 yeast inh,16,9,1,4,6,-8,-5,-7
tim10-1 inh,23,1,-3,27,7,8,-13,0
hIAP inh,-14,7,-3,13,-17,1,-7,2
mIAP block,16,2,0,8,6,4,-7,0
beta cell repl,-4,0,-2,0,-1,2,0,0
APOBEC3A inh,1,3,-1,-4,-2,-4,-4,0
A3G deaminase,0,-17,-2,-8,-6,-4,-5,-4
mIAP act,0.84,0.98,1,0.92,0.94,0.95,1.1,1
TIM10 inh,23,-10,6,21,-3,-23,-18,-6

A second format for 5 compounds above.
Every second line gives: NLRP3 yeast inh | tim10-1 inh | hIAP inh | mIAP block | beta cell repl | APOBEC3A inh | A3G deaminase | mIAP act | TIM10 inh
54) Cc1ccc(C(=O)COC(=O)c2c(C)cc(=O)oc2C)cc1[N+](=O)[O-]
  4 | 27 | 13 | 8 | 0 | -4 | -8 | 0.92 | 21
55) C[C@@H]1C[C@H]2[C@@H]3C[C@H](F)C4=CC(=O)C=C[C@]4(C)[C@@]3(Cl)[C@@H](O)C[C@]2(C)[C@H]1C(=O)COC(=O)C(C)(C)C
  6 | 7 | -17 | 6 | -1 | -2 | -6 | 0.94 | -3
56) CS(=O)(=O)Oc1ccc(Br)c2cccnc12
  -8 | 8 | 1 | 4 | 2 | -4 | -4 | 0.95 | -23
57) CCOc1ccc(NC(=O)CC2C(=O)N(CC)C(=S)N2NC(=O)c2ccncc2)cc1 (stereo not drawn)
  -5 | -13 | -7 | -7 | 0 | -4 | -5 | 1.1 | -18
58) CCCNC(=O)NC(=O)CSc1nncs1
  -7 | 0 | 2 | 0 | 0 | 0 | -4 | 1 | -6
